# DAGLB inh – DAGLB lipase inhibitors, primary screen, biochemical, fluorescence, HTS. hit rate 0.059% among 340,000. HEK293T DAGLB membrane lysate, EnzChek fluorogenic substrate. inhibition, % at 5.17 µM. Diacylglycerol lipase-beta (Homo sapiens), Q8NCG7. AID 504411, 2011; in the data active = inhibition above about 34%;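 note: 0% = enzyme with vehicle and 100% = wells lacking enzyme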
# Target sequence (Q8NCG7 whole entry, looked up): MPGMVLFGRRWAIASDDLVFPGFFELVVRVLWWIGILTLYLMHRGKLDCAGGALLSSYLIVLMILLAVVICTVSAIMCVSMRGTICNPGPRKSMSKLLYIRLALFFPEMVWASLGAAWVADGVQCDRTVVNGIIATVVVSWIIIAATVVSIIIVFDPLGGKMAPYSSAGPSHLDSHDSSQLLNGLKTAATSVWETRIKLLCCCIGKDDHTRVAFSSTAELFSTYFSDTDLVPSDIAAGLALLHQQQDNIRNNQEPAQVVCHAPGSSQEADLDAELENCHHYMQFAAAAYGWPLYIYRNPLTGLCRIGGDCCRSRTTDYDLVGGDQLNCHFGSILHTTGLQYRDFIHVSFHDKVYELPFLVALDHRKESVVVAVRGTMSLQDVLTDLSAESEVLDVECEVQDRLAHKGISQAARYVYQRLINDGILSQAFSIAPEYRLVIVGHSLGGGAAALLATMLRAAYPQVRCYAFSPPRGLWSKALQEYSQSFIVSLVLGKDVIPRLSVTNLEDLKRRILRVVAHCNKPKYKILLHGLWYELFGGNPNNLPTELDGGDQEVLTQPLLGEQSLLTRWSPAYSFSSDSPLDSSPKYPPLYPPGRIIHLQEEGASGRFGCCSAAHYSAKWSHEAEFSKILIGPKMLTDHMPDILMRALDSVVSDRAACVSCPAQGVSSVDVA
# PKA-R2B act – activators of PKA-R2B holoenzyme, primary screen, biochemical, fluorescence polarization, Cy5-IP20, human; PKA-R2B holoenzyme dissociation; R2B truncated from residue 108, S112A mutant; 0% DMSO only, 100% 113 µM cGMP; cAMP-dependent protein kinase catalytic subunit beta (Homo sapiens) + cAMP-dependent …; activation, % at 11.4 µM; hit rate 0.079% among 340,000;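 active = activation above a cutoff set at the mean over all compounds plus 3 SD, cut at about 18% in these data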;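 note: higher means more holoenzyme dissociation and a rise in polarization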
# Target sequence (P31323 whole entry, looked up, other chains not shown, the tested form may be a part): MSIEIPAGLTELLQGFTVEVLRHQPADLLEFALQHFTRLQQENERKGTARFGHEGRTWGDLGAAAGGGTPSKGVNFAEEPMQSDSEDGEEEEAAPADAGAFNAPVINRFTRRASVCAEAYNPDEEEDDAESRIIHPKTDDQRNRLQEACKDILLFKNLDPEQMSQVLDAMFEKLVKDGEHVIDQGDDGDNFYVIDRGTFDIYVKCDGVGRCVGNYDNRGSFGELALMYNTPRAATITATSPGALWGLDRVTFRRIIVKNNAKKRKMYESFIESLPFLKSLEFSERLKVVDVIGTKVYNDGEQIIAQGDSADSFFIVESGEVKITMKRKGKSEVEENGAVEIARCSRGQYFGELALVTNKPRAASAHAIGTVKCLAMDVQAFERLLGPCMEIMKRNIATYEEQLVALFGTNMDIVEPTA
# Arr AP2 block – inhibitors of beta-arrestin/AP2 binding, primary screen, biochemical, GPCR trafficking, flow cytometry. FITC-arrestin peptide / GST-AP2 beads; AP2 beta2 appendage carries R879A mutation. beta-arrestin 1 C-terminal peptide binding to AP2 beta2-adaptin appendage (human). inhibition, % at 10 µM. hit rate 0.31% among 340,000;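 active = inhibition above a set limit, near 3 SD of compounds lacking own fluorescence, cut at about 54% in these data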;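 note: plate controls were DMSO wells for no effect and 5 µM unlabelled arrestin peptide for full effect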
#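 System: GST-AP2 R879A glutathione beads | Also added: FITC-arrestin peptide, 50 nM | Times: 12 min plus 1 h, RT | Signal: Bead flow cytometry, FITC channel | Buffer or medium: PBS with 0.05% Tween 20 and 0.1% BSA | Read-out basis: Percent drop in bead-associated FITC signal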
# SR-BI HDL uptake – inhibitors of SR-BI mediated HDL lipid uptake, primary screen, ldlA[mSR-BI] cells, fluorescence, single point. Scavenger receptor class B member 1 (Mus musculus), Q61009. ldlA[mSR-BI] CHO cells, DiI-HDL uptake fluorescence, 3 h. inhibition, % at 12.5 µM. hit rate 0.96% among 320,000. AID 488896, 2010;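 active = mean replicate inhibition of at least 70% and a set share of replicates each scoring 70 or more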;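 note: 0% = median of neutral control wells and 100% = median of positive control wells; values of inactives mirror those of a sister screen read the other way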
# LANA DNA inh – inhibitors of KSHV C-LANA binding to DNA, primary screen, biochemical, fluorescence polarization, FAM-LBS DNA, MBP-C-LANA, single point; inhibition, % at 9 µM; Kaposi's sarcoma herpesvirus LANA C-terminal domain (residues 932-1162) DNA binding; AID 504423, 2011; hit rate 0.078% among 340,000;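 active = highest replicate inhibition at or above 60% at 9 µM, even if other replicates fall short; inactive = all replicates below 60% inhibition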;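 note: 0% = neutral control wells and 100% = 4 µM acridine orange control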
# RTF Ca sens inh – cardiac RTF calcium sensitivity inhibitors, primary screen, biochemical, IANBD-TnC fluorescence, EC70 calcium; inhibition, % at 7.15 µM; AID 493244, 2011; hit rate 0.12% among 340,000; IANBD-labeled cardiac RTF, Ca2+ fluorescence;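 active = inhibition above the mean inhibition of all tested compounds plus 3 SD, cut at about 17% in these data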;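 note: assay run at fixed EC70 calcium of 1.6 mM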
# SR-BI DiI-HDL act – activators of SR-BI mediated DiI-HDL uptake, primary screen, ldlA[mSR-BI] CHO cells, DiI fluorescence. 3 h; 100 = double the neutral-control signal. activation, % at 12.5 µM. hit rate 0.096% among 320,000;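 active = mean replicate activation of at least 60% and every replicate at or above 60%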;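 note: 0% = median plate neutral-control signal and 100% = twice that signal; values of inactives mirror those of a sister screen read the other way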
#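 Test system: SR-BI-overexpressing, LDLR-lacking CHO cells. Measured by: DiI fluorescence, bottom read. Medium: Ham's F12 with 0.5% BSA, HEPES 25 mM, pH 7.4. Timing: 3 h uptake period with compound, 37 °C.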
# PvdQ inh – P. aeruginosa PvdQ acylase inhibitors, primary screen, biochemical, fluorescence, plate reader and imaging, single point | PvdQ acylase [Pseudomonas aeruginosa LESB58] | purified PvdQ acylase | inhibition, % at 10 µM | hit rate 0.063% among 340,000 | AID 488965, 2010; in the data active = inhibition above about 30%, passing the limit was not always enough;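 note: 0% = vehicle neutral wells and 100% = reference inhibitor wells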
# Keap1-Nrf2 PPI – Keap1-Nrf2 protein-protein interaction inhibitors, primary screen, biochemical, fluorescence polarization, single point; hit rate 0.15% among 340,000; Keap1 Kelch-Nrf2 peptide fluorescence polarization, 1536-well; AID 504523, 2011; inhibition, % at 9.4 µM; in the data active = inhibition above about 12%;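 note: human Keap1 Kelch domain with fluorescein labeled Nrf2 9mer peptide probe; 0% = neutral control wells and 100% = peptide positive control; higher means more block of Keap1 binding to Nrf2 peptide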
# NSD2 inh – NSD2 histone methyltransferase inhibitors, primary screen, biochemical, AlphaScreen, single concentration, set 2 | Histone-lysine N-methyltransferase NSD2 (Homo sapiens), O96028 | NSD2 peptide methylation, 120 min | inhibition, % at 12.5 µM | hit rate 0.54% among 310,000 | AID 743445, 2014; in the data active = inhibition above about 50%
# Active calls of the source: *; i = inactive; nt = not tested or not shown. This is a subset, so the mix of outcomes need not match the whole.
# Below each SMILES – PKA-R2B act	SR-BI DiI-HDL act	LANA DNA inh	Arr AP2 block	NSD2 inh	PvdQ inh	Keap1-Nrf2 PPI	RTF Ca sens inh	SR-BI HDL uptake	DAGLB inh
COc1ccccc1-n1c(Cc2ccccc2)nc2ccccc2c1=O
    -4	10	1.4	3	-3	0	0	1	-10	-1
COc1ccc(OCC(=O)N2CCN(C3CCC(c4ccccc4)CC3)CC2)cc1 (stereo unspecified)
    -2	9	-0.4	3	1	-4	-4	-17	-9	-1
COc1ccc2c(c1)C(c1ccc(N(CCCl)CCCl)cc1)=NCC2
    -5	-55	-2.6	2	0	-6	-8	6	55	1
ClCCNc1nc2ccc(Cl)cc2[nH]1
    -15	16	-0.6	13	-22	2	-3	7	-16	-1
Cc1ccc2c(c1)N(C(=O)CCC(=O)N1CCC3(CC1)OCCO3)CCO2
    6	6	0.5	-7	1	-16	-3	0	-6	-1
O=C1NC(=O)C(CCc2ccncc2)(CCc2ccncc2)C(=O)N1Cc1ccccc1
    -4	22	0.8	32	3	0	0	-8	-22	-2
CCCCn1c(O)c(C(=O)/C=C/c2ccc3c(c2)OCO3)c(=O)[nH]c1=O
    -7	-8	0.3	-3	1	-12	0	0	8	3
O=C(N/N=C/c1c(O)n(Cc2ccccc2)c(=O)[nH]c1=O)c1ccccc1O
    -7	-117	0.0	-3	0	-4	5	-9	117*	10
C=Cn1ccnc1P(=S)(c1nccn1C=C)c1nccn1C=C
    -11	16	-0.6	6	-1	-6	-8	10	-16	2
CC(C)CCn1c(=O)c(C(=O)Nc2ccccc2S(N)(=O)=O)c(O)c2ccccc21
    -1	-28	1.5	9	1	-12	-2	-2	28	4
CC12Cc3cn[nH]c3C=C1CCC1C2CCC2(C)C1CCC2(C)O (stereo unspecified)
    2	18	-0.8	-1	0	-14	-6	4	-18	6
CCC(=O)c1ccc(OC)c(OC)c1
    5	-8	-0.2	6	nt	1	2	4	8	0
CCCOP(=O)(O)c1c([N+](=O)[O-])cc(C(F)(F)F)cc1[N+](=O)[O-] (tested in a mixture with another compound)
    1	22	0.1	-1	-1	11	-3	2	-22	1
C(=NC1CCCCC1)c1c[nH]c2ccccc12
    -1	-1	0.1	-15	-16	-14	2	-10	1	0
O=c1c2ccccc2nc(-c2ccccc2F)n1-c1ccccc1
    -8	-13	0.1	-21	1	9	3	5	13	-2
CCOc1ccc(N=C2SCCCN2C)cc1
    -1	-1	-0.6	-15	1	-1	2	-9	1	0
COc1cc(C)cc2oc(=O)c(CC(=O)N3C[C@H]4C[C@@H](C3)c3cccc(=O)n3C4)c(C)c12
    -2	-11	-1.0	4	nt	-21	1	-1	11	-4
Cc1ccc(-n2c(CNCc3ccc(F)cc3)nc3ccccc3c2=O)cc1
    3	-30	-0.4	1	-2	2	-10	-6	30	-3
O=C1NC(c2cccnc2)Nc2sc3c(c21)CCCC3 (stereo unspecified)
    7	-13	0.3	4	0	-7	-2	5	13	0
COc1ccc(C=O)cc1
    -8	-3	-0.5	11	nt	-11	2	0	3	-1
Cc1ccsc1C(=O)C1CCCN(Cc2c(C)nn(C(C)C)c2C)C1 (stereo unspecified)
    -5	2	0.2	-3	1	-23	-6	3	-2	-2
CCN1C(=O)/C(=C/c2ccc3c(c2)CCN3CCCCl)C(=O)NC1=S
    -1	8	0.0	3	12	-3	-4	-9	-8	8
CCOC(=O)C(O)(c1ccc(NC(=O)c2ccco2)c(OC)c1)C(F)(F)F (stereo unspecified)
    10	-66	0.3	3	9	-7	-2	-6	66	1
CN(C)S(=O)(=O)c1cc(NC(=O)C[N+]23CCN(CC2)CC3)ccc1Cl
    -12	9	-1.3	6	3	-5	-3	-9	-9	-1
CC1CN1P(=O)(Oc1ccccc1)N1CC1C (stereo unspecified)
    -5	0	3.4	4	-1	-8	-3	-5	0	2
O=C(CN1CCN(Cc2ccc(Cl)cc2)C1=O)N1CCC2(CC1)OCCO2
    -4	17	-0.3	-5	0	-16	-2	-5	-17	-1
CCOCCN1CCC(OC(C)=O)C(C)C1 (stereo unspecified)
    0	38	0.5	7	7	2	-4	-2	-38	-5
COc1cc(/C=C/[N+](=O)[O-])ccc1OC(=O)c1cccnc1
    -4	31	-0.3	-5	-2	-16	-3	4	-31	-1
COc1ccc2c(c1OC)C(=O)OC2C1c2cc3c(cc2CCN1C)OCO3 (stereo unspecified)
    1	6	-0.6	-7	1	-9	2	-6	-6	1
C=CCn1c(O)c(C=Nc2c(C)n(C)n(-c3ccccc3)c2=O)c(=O)[nH]c1=O
    -8	20	-2.6	40	5	-9	-3	-15	-20	2
Cc1nc2ccc(Cl)cc2c(=O)n1-c1ccc([N+](=O)[O-])cc1
    -2	7	-1.6	6	-5	-9	3	0	-7	-1
O=c1c2ccccc2nc(-c2ccccc2)n1-c1ccc(O)cc1
    4	-3	-0.8	2	4	5	0	-8	3	1
COC(=O)C1=C(c2cc3ccccc3o2)C[C@@H]2CC[C@H]1N2C(=O)NCCNC(C)=O
    -11	-6	-1.0	-7	nt	-14	-2	-12	6	1
O=C(C1CCC(=O)N1Cc1ccc(F)cc1)N1CCC2(CC1)OCCO2 (stereo unspecified)
    3	21	-0.7	-7	-2	-16	-2	-11	-21	-6
CCN(CC)CC(O)c1ccc(C2CCCC2)cc1 (stereo unspecified)
    -7	5	-0.7	15	17	-8	0	-5	-5	5
Cc1nc2cc([N+](=O)[O-])ccc2c(=O)n1-c1cccc(Br)c1
    6	-11	-0.4	35	3	9	-3	3	11	-2
CC(C)(C)C(=O)Nc1ccc(S(=O)(=O)N2CC3CC(C2)c2cccc(=O)n2C3)cc1 (stereo unspecified)
    4	6	2.3	20	1	-4	1	1	-6	3
COC(=O)C1=C(c2ccccc2OCc2ccccc2)C[C@@H]2CC[C@H]1N2C(=O)NCCOc1ccccc1
    -20	-20	0.4	8	nt	-12	-4	-11	20	-14
CCc1nnc(NS(=O)(=O)c2ccc(N=Cc3c(O)n(-c4ccc(Cl)cc4)c(=O)[nH]c3=O)cc2)s1
    8	11	-5.8	0	-5	-9	-12	-5	-11	3
COC(=O)C1=C(c2cc3ccccc3s2)C[C@@H]2CC[C@H]1N2C(=O)N1CCC(C)CC1
    -10	-12	-1.1	2	nt	-13	-1	-9	12	-8
COc1cccc(Oc2coc3cc(OC(=O)N(C)C)ccc3c2=O)c1
    -5	-1	-2.1	9	-4	12	-1	1	1	-1
N#CC(C#N)=NNc1ccc(-n2ccc(C(F)(F)F)n2)cc1
    0	-23	0.5	-18	24	-8	4	-5	23	10
Cc1c(N=Cc2c(O)n(Cc3ccco3)c(=O)[nH]c2=O)c(=O)n(-c2ccccc2)n1C
    16	3	-0.8	-3	1	-14	-2	-10	-3	1
O=c1[nH]cnc2nc(-c3ccc(N(CCCl)CCCl)cc3)[nH]c12
    -3	-36	-2.0	-2	2	-33	-2	7	36	4
CC1CCCN1CCC(C(N)=O)(c1ccccc1)c1ccccc1 (stereo unspecified)
    4	23	5.7	43	0	7	3	-3	-23	0

# Some values from the list.
# CCC(=O)c1ccc(OC)c(OC)c1 in RTF Ca sens inh reads 4
# CCc1nnc(NS(=O)(=O)c2ccc(N=Cc3c(O)n(-c4ccc(Cl)cc4)c(=O)[nH]c3=O)cc2)s1 in DAGLB inh reads 3

# Next results.
# Below each SMILES – PKA-R2B act	SR-BI DiI-HDL act	LANA DNA inh	Arr AP2 block	NSD2 inh	PvdQ inh	Keap1-Nrf2 PPI	RTF Ca sens inh	SR-BI HDL uptake	DAGLB inh
COC(=O)C1=C(c2cccc(OCc3ccccc3)c2)C[C@@H]2CC[C@H]1N2C(=O)NCc1cccc(F)c1
    1	-18	-0.6	7	nt	0	1	-4	18	-4
CCOC(=O)c1ccc(N=C(c2ccccc2)c2c(O)n(C)c(=O)n(C)c2=O)cc1
    -6	-1	0.6	5	0	-8	-3	-11	1	1
CC(C)CC(NC(=O)C1CCCCC1)C(=O)N1CCC2(CC1)OCCO2 (stereo unspecified)
    6	1	0.5	0	18	-4	-1	-1	-1	0
O=c1c2ccccc2nc(/C=C/c2ccccc2)n1-c1ccccc1O
    -4	6	-0.7	-12	4	-1	3	3	-6	0
CN(C)C(=Nc1ccccc1)P(=S)(N(C)C)N(C)C
    9	4	0.1	-1	2	-5	-7	-5	-4	-4
C/C=C1/C[C@@H](C)[C@](O)(CO)C(=O)OCC2=CCN3CC[C@@H](OC1=O)[C@@H]23
    -3	13	3.1	-2	nt	-3	-3	-2	-13	0
Cn1cc(C(=O)NP(=O)(N2CCOCC2)N2CCOCC2)c2ccccc21
    -4	4	1.3	14	-4	-8	-1	-4	-4	-1
CC(C)C/C(=N/O)c1c[nH]c2ccccc12
    -14	11	0.3	-3	13	-7	0	-12	-11	-5
O=P(Oc1ccccc1)(Oc1ccccc1)C(O)c1ccccc1 (stereo unspecified)
    -18	7	1.8	0	nt	4	-3	-4	-7	20
COC1C(C)OC(OC2CC(C)(O)Cc3cc4c(c(O)c32)C(=O)c2c(O)cc3c(c2C4=O)OC2OC3(C)C(O)C(N(C)C)C2O)C(OC)C1(C)OC (stereo unspecified)
    3	5	52	18	nt	-12	-66	i	-5	-89
CC(=NCCCn1ccnc1)c1c(O)n(C2CCCCC2)c(=O)[nH]c1=O
    -4	5	0.7	-15	-1	-24	-2	-6	-5	3
CCCCn1c(O)c(C(CC)=NCCN2CCOCC2)c(=O)[nH]c1=O
    -10	-1	-0.2	9	-3	6	1	-2	1	0
OC(Cc1ccccc1)(c1ccccc1)C1CN2CCC1CC2 (stereo unspecified)
    -6	27	-0.5	4	4	-12	-6	7	-27	-2
O=C(Nc1c(F)cc(F)cc1F)c1cccn(Cc2ccccc2)c1=O
    2	-10	0.2	7	-5	4	-3	9	10	-7
Cc1cc(N2CCCCC2)ccc1C=C1C(=O)N(C)C(=S)N(C)C1=O
    7	25	-0.7	21	10	-9	-1	-10	-25	3
